# Screens deposited in PubChem BioAssay by several laboratories.
# Diaphorase inh – diaphorase inhibitors and chemical oxidizers, primary screen, counter-screen for diaphorase-coupled primary assays, biochemical, uHTS, resorufin fluorescence; diaphorase resazurin-to-resorufin fluorescence, NADH, 16 min; bacterial (C. kluyveri) enzyme, not human; inhibition, % at 20 µM; 190,000 tested, 0.69% active;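 active = primary screen inhibition at 20 µM above a set limit, cut at about 50% in these data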;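 also: plate controls were DMSO with full reaction for no effect and wells lacking NADH for full effect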
#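 Test system: diaphorase enzyme from Clostridium kluyveri; amount: diaphorase at 0.14 U/mL in enzyme working solution; detection: fluorescence of resorufin formed from resazurin, Ex 544/Em 590 nm; times: reaction incubation of 16 min at room temperature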
# NF-kB neuron act – activators of NF-kB expression in neurons, primary screen, cell-based, HTS; human neuronal cells, NF-kB reporter expression; hits give high values; 190,000 tested, 1.6% active; AID 1239, 2008; fold change at 12.5 µM; in the data active = fold change above about 3.3
# FLuc act counter – FLuc activators, initial screening, artefact control for FLuc-dependent activation tests, biochemical, ATPlite luminescence; Luciferin 4-monooxygenase (Photinus pyralis), P08659; ATPlite luciferase biochemical, 10 min; 0 = ATP-free wells, 1 = DMSO control; activation factor at 10 µM; 200,000 tested, under 10 active; AID 1027, 2008;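 active = luciferase activation factor, scaled between plate controls, of at least 2 with compound at 10 µM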
#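 System: luciferase plus luciferin reagent, cell-free; medium: PBS as buffer for the ATP substrate; dosing: test compounds dosed from 2 mM stocks in 100% DMSO; timing: 10 min post-reagent at room temperature; measured by: luminescence measurement of luciferase light output; evaluation: luciferase activation, seen as luminescence increase over controls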
# FLuc inh counter – firefly luciferase enzyme inhibitors, primary screen, artefact control for luciferase-based inhibitor screens, biochemical, luminescence, ATPLite; 10 min; 200,000 tested, 1.5% active; inhibition, % at 10 µM;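 active = inhibition above about 50% when tested at 10 µM, limit read from the data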
# STAT1 act – STAT1 signaling activators, primary screen, cell-based, HTS, luciferase reporter. NIH 3T3 STAT1-luciferase reporter, IFN-gamma, luminescence; 100% = IFN-gamma alone, no compound. activation (% of control), % at 5.5 µM. 200,000 tested, 2.6% active. AID 932, 2007;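 active = activation above the screen-wide mean activation plus 3 SD, cut at about 130% in these data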;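 also: raw ratio to IFN-gamma control signal so 100% means no change and 0% no light; values of inactives mirror those of a sister screen read the other way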
# Diaphorase act – compounds boosting diaphorase resazurin reduction – biochemical, uHTS, resorufin fluorescence, counter-screen for diaphorase-coupled primary assays, primary screen; Diaphorase/resazurin coupled assay, 16 min; hits give high values; 1 = vehicle wells, 0 = NADH-free wells; activation factor at 20 µM; 190,000 tested, 0.005% active; AID 1229, 2008;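 active = diaphorase activity raised at least twofold by the compound at 20 µM; inactive = activation factor below 2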
#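 Assay system: Purified diaphorase enzyme from Clostridium kluyveri | Amount: Enzyme 0.07 U/mL final | Dosing: Compound 20 µM once, DMSO 1% | Timing: 16 min reaction at room temperature | Detection: Fluorescence, excitation 544 nm and emission 590 nm | Evaluation: Higher resorufin formation from activation or reduction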
# APP 5'UTR act – activators of APP 5'UTR luciferase reporter, primary screen, SH-SY5Y cells; SH-SY5Y APP 5'UTR luciferase reporter, luminescence; zero percent = DMSO vehicle wells; 190,000 tested, 1% active; activation, % at 2 µM;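 active = activation above a set limit, based on mean plus 3 SD of controls, cut at about 140% in these data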; also: values of inactives mirror those of a sister screen read the other way
# APP 5UTR inh – inhibitors of APP translation via 5'UTR reporter, primary screen, APP 5'UTR luciferase, SH-SY5Y cells | SH-SY5Y APP 5'UTR-luciferase reporter, luminescence | inhibition, % at 2 µM | 190,000 tested, 0.82% active | AID 1285, 2008;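 active = inhibition above a set limit, derived from the sample mean plus 3 SD, cut at about 45% in these data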; also: values of inactives mirror those of a sister screen read the other way
# TLR4-MyD88 BLA – inhibitors of TLR4-MyD88 association in cells, primary screen, cell-based, HeLa CL3-4, BLA complementation, FRET ratio. Toll-like receptor 4 (Homo sapiens) + Myeloid differentiation primary response protein …. inhibition, % at 8.4 µM. HeLa CL3-4 TLR4/MyD88 BLA complementation. 200,000 tested, 0.18% active; in the data active = inhibition above about 25%;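 also: 0% = vehicle and 100% = reference inhibitor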
# G6PDH CS – L. mesenteroides G6PDH inhibitors, counter-screen for G6PDH-coupled screening assays, biochemical, Leuconostoc mesenteroides enzyme. glucose-6-phosphate dehydrogenase [Leuconostoc mesenteroides]. 200,000 tested, 0.12% active. Purified L. mesenteroides G6PDH, diaphorase/resazurin coupled fluorescence, 45 min. inhibition, % at 5 µM; in the data active = inhibition above about 50%
# Numbers without * were called inactive; / = not tested or not shown.
SMILES,Diaphorase inh,NF-kB neuron act,FLuc act counter,FLuc inh counter,STAT1 act,Diaphorase act,APP 5'UTR act,APP 5UTR inh,TLR4-MyD88 BLA,G6PDH CS
O=C(Nc1nc2c(s1)CCCC2)c1cc(-c2ccncc2)nc2ccccc12,11,0.97,0.9,13,110,0.9,-1,1,-1,-20
O=C(NCCc1cccs1)c1cccs1,4,2.3,0.8,16,134*,1,94,-94,0,1
Cc1nc(CSc2nnc3scc(-c4ccc(Cl)cc4)n23)cs1,5,0.93,1,2,99,0.9,-4,4,-1,2
CCOC(=O)c1sc2nc3n(c(=O)c2c1C)CCCCC3,17,2.5,1,-4,133*,0.8,-2,2,-8,7
CCOC(=O)N1CCC(N2CC34C=CC(O3)C(C(=O)Nc3ccc(C)cc3)C4C2=O)CC1 (stereo unspecified),-2,1.3,1.1,-6,98,1,5,-5,-11,5
CCc1ccc(CNC(=O)C(=O)NCCc2ccc(OC)c(OC)c2)cc1,/,/,/,/,109,/,-3,2,10,/
O=C(COC(=O)C1=COCCO1)Nc1ccc(Oc2ccccc2)cc1,6,0.96,1.1,-5,100,0.9,0,0,0,3
Cn1c(-c2ccccc2)c(CCO)c2ccccc21,-4,1.3,1,-4,98,1,3,-4,-5,2
O=C(NCCCCc1ccccc1)c1ccccc1Cl,-6,1.2,1,-3,109,1.1,10,-10,-12,14
Cc1cc(=O)oc2cc(OS(C)(=O)=O)ccc12,6,0.98,1,-1,100,0.9,-7,7,-24,8
COC(=O)c1cc(S(=O)(=O)N2CCOCC2)c(N2CCOCC2)cc1N1CCOCC1,20,1,1,-2,106,0.8,-2,2,8,-1
COC(=O)c1cccc(C(=O)Oc2cccc(Br)c2)n1,8,0.95,1.1,-6,94,0.9,-18,18,-20,3
CCCCOCC(O)CCc1n[nH]c(=S)n1-c1ccccc1 (stereo unspecified),4,0.98,1,2,104,1,-16,16,0,12
C=CC[C@H]1Cc2c(cccc2[N+](=O)[O-])[C@H](CC=C)N1,16,1.1,1,-5,100,0.8,6,-6,7,1
CCCCCOc1ccc(/C=c2\sc3ncnn3c2=O)cc1,16,/,1,-2,/,0.8,/,/,/,2
COCCn1c(SCc2ccc(C(=O)OC)o2)nc2cc(Cl)ccc2c1=O,20,0.83,1.1,-8,103,0.8,-1,1,-10,1
COc1cccc(C(=O)C2CCCN(Cc3cccc(-n4nc(C)cc4C)c3)C2)c1 (stereo unspecified),15,1.1,1.1,-9,89,0.9,2,-2,-2,7
Cc1nn(C)cc1C(=O)/C=C/c1ccc([N+](=O)[O-])cc1,12,1.5,0.8,15,84,0.9,11,-11,5,0
COc1ccc(C(=O)N2CCN(C(=O)Cc3ccccc3)CC2)cc1OC,4,1.7,1.1,-11,95,1,-9,9,-1,2
Cc1ccc2[nH]c(-c3cccc(F)c3)cc(=O)c2c1,11,3.8*,0.8,20,121,0.9,-93,93*,-9,12

# Exported tab-delimited: entries from further up.
structure	Diaphorase inh	NF-kB neuron act	FLuc act counter	FLuc inh counter	STAT1 act	Diaphorase act	APP 5'UTR act	APP 5UTR inh	TLR4-MyD88 BLA	G6PDH CS
CCOC(=O)N1CCC(N2CC34C=CC(O3)C(C(=O)Nc3ccc(C)cc3)C4C2=O)CC1 (stereo unspecified)	-2	1.3	1.1	-6	98	1	5	-5	-11	5
COc1ccc(C(=O)N2CCN(C(=O)Cc3ccccc3)CC2)cc1OC	4	1.7	1.1	-11	95	1	-9	9	-1	2
COC(=O)c1cc(S(=O)(=O)N2CCOCC2)c(N2CCOCC2)cc1N1CCOCC1	20	1	1	-2	106	0.8	-2	2	8	-1
O=C(COC(=O)C1=COCCO1)Nc1ccc(Oc2ccccc2)cc1	6	0.96	1.1	-5	100	0.9	0	0	0	3
Cc1cc(=O)oc2cc(OS(C)(=O)=O)ccc12	6	0.98	1	-1	100	0.9	-7	7	-24	8
Cc1nc(CSc2nnc3scc(-c4ccc(Cl)cc4)n23)cs1	5	0.93	1	2	99	0.9	-4	4	-1	2
C=CC[C@H]1Cc2c(cccc2[N+](=O)[O-])[C@H](CC=C)N1	16	1.1	1	-5	100	0.8	6	-6	7	1

# Additional records follow:
SMILES,Diaphorase inh,NF-kB neuron act,FLuc act counter,FLuc inh counter,STAT1 act,Diaphorase act,APP 5'UTR act,APP 5UTR inh,TLR4-MyD88 BLA,G6PDH CS
COc1cccc(/C=c2\sc3nc(-c4cccs4)nn3c2=O)c1OC,9,1,0.8,23,100,0.9,-5,5,-6,-2
CCn1c(SCC(=O)Nc2cc(C)on2)nnc1-c1cccs1,12,1.1,1,-4,104,0.9,13,-13,-2,14
CCOC(=O)c1sc(C)c2c1NC(c1ccc(N(C)C)cc1)NC2=O (stereo unspecified),15,0.87,1.1,-6,106,0.9,-18,18,10,1
COc1ccc(S(=O)(=O)Cc2ccc(C(=O)NCc3ccco3)o2)cc1,11,0.92,1.1,-5,100,0.9,-3,3,-6,2
Cc1cc(C)n(-c2nc3c(c(=O)[nH]c(=O)n3C)n2Cc2ccc(F)cc2)n1,9,0.88,1,-2,104,0.9,19,-19,-2,-12
COc1cccc(NC(=O)CN(C)CC(=O)Nc2ccccc2-c2ccccc2)c1,24,1.3,1.1,-6,100,0.8,9,-9,0,3
CC(C)n1nnnc1C(c1ccc(F)cc1)N1CCN(C2CCCC2)CC1 (stereo unspecified),3,1.1,1,-2,104,1,12,-12,11,4
CCN(Cc1ccccc1)S(=O)(=O)c1cc(C(=O)NCC2CCCCC2)ccc1OC,23,0.67,1,-3,101,0.8,-4,4,-5,-7
CCC1SC2=NCN(c3ccccc3)CN2C1=O (stereo unspecified),8,1.1,1,-5,90,0.9,-13,13,1,4
CSc1nnc2ccc(-c3ccccn3)nn12,-3,1.3,1,-4,98,1,-3,3,0,1
COc1ccc(N2C(=O)C3C4C=CC(C4)C3C2=O)c([N+](=O)[O-])c1 (stereo unspecified),2,1.1,1,0,108,1,6,-6,2,1
Cc1ccc(SCCc2cc[n+](CC(=O)c3ccccc3)cc2)cc1,-45,1.2,1.1,-5,95,1.4,-21,20,9,0
COC(=O)c1cc(C)sc1NC(=O)CCCC(=O)O,9,1.1,1,-1,94,0.9,-4,4,5,1
C=CCn1c(SCc2cc(=O)n3ccsc3n2)nc2sc(C)c(C)c2c1=O,28,/,1.1,-7,/,0.7,/,/,/,0
CC(C)(C)c1ccc(NC(=O)Nc2ccc(F)cc2)cc1,3,4.2*,0.6,36,176*,1,162*,-162,-4,6
Clc1ccc(C2=Nn3c(nnc3-c3cccnc3)SC2)s1,6,1,1.1,-8,101,0.9,8,-8,-9,1
Cc1ccccc1OCc1nnc(SC(C)C(=O)O)n1Cc1ccccc1 (stereo unspecified),0,1.8,1.1,-5,94,1,0,0,4,2
CN1CCN(C(c2ccc(F)cc2)c2nnnn2Cc2cccs2)CC1 (stereo unspecified),10,1.1,1.1,-6,98,0.9,-22,22,9,8
Cc1cc(C)cc(OCc2nnc(SCC(=O)c3ccc(Br)cc3)o2)c1,17,1.2,1,-1,100,0.8,-13,13,-11,6
CN(C(=O)c1cccs1)c1ccc(OCC(=O)N2CCC(C(N)=O)CC2)cc1,-5,1.1,0.9,7,92,1.1,-20,20,-6,-1
CC(=O)N1CCN(Cc2ccc(Br)s2)CC1,-7,1.1,1,-1,96,1.1,10,12,4,9
CC(C)CC(NC(=O)C1CCC(C)CC1)C(=O)NCc1cccnc1 (stereo unspecified),-4,1.1,1,-4,98,1,13,-13,5,2
S=C(c1ccc(Cl)cc1)N1CCN(Cc2ccccc2)CC1,-8,1.1,1,-4,91,1.1,-12,12,-12,2
Cc1ccc(S(=O)(=O)N2CCOCC2)cc1NC(=O)Cn1cc(C(F)(F)F)cc(Cl)c1=O,14,0.84,1.1,-8,98,0.9,-10,10,-18,2
COc1ccc(C(C(=O)NC2CCCC2)N(C(=O)c2ccoc2C)c2ccccc2)cc1 (stereo unspecified),11,0.79,1,-5,99,0.9,11,-11,-2,6
Cc1cc(C)n(CCC(=O)N/N=C/c2ccc(O)cc2)n1,-8,1,1.1,-6,98,1.1,-16,16,3,24
COc1cc2[nH]c(=S)nc(NCc3ccccn3)c2cc1OC,12,1.1,1.1,-5,103,0.9,21,-21,4,-5
CCN1CCN(Cc2oc(CO)cc(=O)c2O)CC1,13,1,1,-4,98,0.9,/,/,1,19
COc1ccc(N2CCN(C(=O)Cc3ccc(S(=O)(=O)N4CCOCC4)s3)CC2)cc1,20,1.1,1,-4,97,0.8,10,-10,-9,1
CCCC(=O)c1c(C)c2ccccc2n1C,13,1.2,1,1,105,0.9,-5,5,-14,7
Cc1cc2cccc(C)c2nc1SCC(=O)NNC(=O)c1ccco1,6,1,1.1,-9,95,0.9,-6,6,-13,-4
COc1ccc([N+](=O)[O-])cc1N(CC1CO1)S(=O)(=O)c1ccc(C)cc1 (stereo unspecified),1,1.2,1.1,-10,102,1,17,-17,-11,4
NC(=NCCc1c[nH]c2ccccc12)NS(=O)(=O)c1ccc2ccccc2c1,15,0.81,1,1,94,0.8,-3,3,-12,12
CCCOc1ccc(C2c3c(oc4cc(C)c(C)cc4c3=O)C(=O)N2CCCN2CCOCC2)cc1 (stereo unspecified),10,1.6,1,2,95,0.9,0,0,-13,17
